# Screening data: PubChem BioAssay, The Scripps Research Institute Molecular Screening Center
# AHR act: AHR activators, primary screen, cell-based, luminescence, luciferase reporter, human; Aryl hydrocarbon receptor (Homo sapiens), P35869; AHR-responsive luciferase reporter cells; activation, % at 5 µM; 320,000 tested, 2.5% active; AID 2796, 2010; in the data active means activation above about 47%;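 further: 0% = vehicle wells and 100% = reference agonist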
# PP1 counter: PP1-alpha phosphatase inhibitors, primary screen, counter-screen for PP5 inhibitor project, biochemical, fluorescence, OMFP substrate, single point. Serine/threonine-protein phosphatase PP1-alpha catalytic subunit (Homo sapiens), P62136. purified PP1alpha. inhibition, % at 6.7 µM. 320,000 tested, 0.9% active. AID 2235, 2010;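 active means inhibition above the mean inhibition of all tested compounds plus 3 SD, computed separately for each screening campaign, cut at about 15% in these data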
# Target sequence (P62136 whole entry, looked up): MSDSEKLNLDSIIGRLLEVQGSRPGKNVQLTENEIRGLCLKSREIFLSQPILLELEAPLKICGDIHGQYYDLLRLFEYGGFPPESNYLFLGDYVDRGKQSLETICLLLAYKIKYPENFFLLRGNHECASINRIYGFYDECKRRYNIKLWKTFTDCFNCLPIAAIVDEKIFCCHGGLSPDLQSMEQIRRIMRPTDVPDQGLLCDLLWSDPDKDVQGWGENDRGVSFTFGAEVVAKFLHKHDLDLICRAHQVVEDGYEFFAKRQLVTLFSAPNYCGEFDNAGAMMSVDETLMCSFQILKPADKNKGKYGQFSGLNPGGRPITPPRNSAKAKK
# Fh CTSL1 inh: Fasciola hepatica cathepsin L1 inhibitors, primary screen, counter-screen for PFM18AAP inhibitor project, biochemical, QFRET, fluorogenic peptide substrate; inhibition, % at 5.96 µM; 300,000 tested, 0.49% active; recombinant F. hepatica cathepsin L1, Z-Leu-Arg-MCA fluorescence; AID 1906, 2009;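 active means inhibition above the mean of all tested compounds plus 3 SD, set per screening campaign, cut at about 17% in these data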;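 further: 0% = plate median of test compound wells and 100% = 1 µM Z-Phe-Ala-diazomethylketone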
# proCasp7 act: procaspase-7 activators, primary screen, counter-screen for procaspase-3 activator project, biochemical, absorbance, HTS, human. 330,000 tested, 0.093% active. activation, % at 8.5 µM. Caspase-7 (Homo sapiens), P55210. recombinant procaspase-7, Ac-DEVD-pNA absorbance 405 nm; D23A/D198A/D206A triple mutant, cannot self-cleave; scale: DMSO 0, 5 µM enzyme 100;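 active means percent activation above the screen-wide mean plus 3 SD, cut at about 25% in these data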
# Target sequence (P55210 whole entry D23A/D198A/D206A): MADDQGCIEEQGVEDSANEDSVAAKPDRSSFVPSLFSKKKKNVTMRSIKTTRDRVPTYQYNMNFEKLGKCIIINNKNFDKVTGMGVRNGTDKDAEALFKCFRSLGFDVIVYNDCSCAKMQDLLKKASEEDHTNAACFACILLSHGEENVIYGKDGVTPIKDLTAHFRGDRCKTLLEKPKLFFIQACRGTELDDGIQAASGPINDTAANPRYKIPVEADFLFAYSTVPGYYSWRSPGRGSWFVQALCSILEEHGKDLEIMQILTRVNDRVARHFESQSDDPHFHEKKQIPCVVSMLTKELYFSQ
#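 Replicates: singlicate. Assay system: Procaspase-7 triple mutant (PC-7 D3A). Signal: 405 nm absorbance of p-nitroaniline. Times: 1 h preincubation, 2 h reaction. Buffer or medium: Zinc-free HEPES pH 7.4 with 300 mM NaCl, 0.01% Triton X-100. Also added: DEVD-pNA substrate. Benchmarks: DMSO wells as 0%, DMSO with 5 µM added PC-7 as 100%.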
# TPT1 inhibitor: Candida albicans TPT1 enzyme inhibitors, primary screen, biochemical, fluorescence polarization; recombinant caTPT1, FP RNA substrate dephosphorylation; inhibition, % at 5 µM; 300,000 tested, 0.81% active; AID 1962, 2009;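 active means inhibition above the mean of all tested compounds plus 3 SD, set per screening campaign, cut at about 24% in these data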;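 further: plate controls were DMSO alone for no effect and ferristatin control at 100 nM for full effect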
# core dimer inh: inhibitors of HCV core protein dimerization, primary screen, biochemical, TR-FRET, high-throughput; TR-FRET GST/Flag-core106 dimerization, 1536-well; inhibition, % at 5 µM; 300,000 tested, 0.33% active; AID 1899, 2009;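 active means inhibition above the mean of all tested compounds plus 3 SD, set per screening campaign, cut at about 45% in these data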
#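 System: GST-tagged and Flag-tagged HCV core protein residues 1-106 / Input: core106 proteins, GST 13.5 nM and Flag 17 nM / Buffer or medium: KF-containing HEPES buffer, pH 7.45, DTT, CHAPS, BSA / Probe or stimulus: Eu-anti-GST and XL665-anti-Flag labelled anti-tag antibodies / Schedule: 4 h, 22.5 °C incubation / Technique: TR-FRET 671 and 617 nm emission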
# proCasp3 act: activators of human procaspase-3 D3A mutant, primary screen, biochemical, absorbance, PC-3 D3A mutant, single concentration; recombinant procaspase-3 D3A, Ac-DEVD-pNA absorbance 405 nm; activation, % at 8.5 µM; AID 463141, 2010; Caspase-3 (Homo sapiens), P42574; 330,000 tested, 0.11% active;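 active means activation above the mean of all tested compounds plus 3 SD, cut at about 21% in these data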;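 further: 0% = DMSO alone and 100% = DMSO wells spiked with extra 5 µM PC-3 D3A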
# Target sequence (P42574 whole entry D9A/D28A/D175A): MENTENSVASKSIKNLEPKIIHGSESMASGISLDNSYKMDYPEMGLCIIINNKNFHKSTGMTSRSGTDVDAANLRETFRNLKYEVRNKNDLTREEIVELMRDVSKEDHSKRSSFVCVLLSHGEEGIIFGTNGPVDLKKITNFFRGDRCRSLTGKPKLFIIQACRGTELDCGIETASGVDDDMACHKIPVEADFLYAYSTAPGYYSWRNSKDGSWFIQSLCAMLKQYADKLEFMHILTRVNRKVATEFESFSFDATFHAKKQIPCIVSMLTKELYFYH
#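 System: Procaspase-3 D3A mutant. Medium: Zinc-free 300 mM NaCl, 50 mM HEPES, 0.01% Triton X-100. Schedule: 1 h preincubation plus 2 h reaction at 25 °C. Measured by: 405 nm absorbance of p-nitroaniline, reads at 0 and 120 min. Read-out: percent activation relative to control range.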
# PP5 primary: PP5 phosphatase inhibitors, primary screen, biochemical, fluorescence | purified PP5c, OMFP substrate fluorescence | inhibition, % at 6.7 µM | 320,000 tested, 0.18% active | AID 1987, 2009;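 active means inhibition above the campaign's mean inhibition across all tested compounds plus 3 SD, cut at about 9.5% in these data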;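 further: 0% = DMSO only and 100% = 100 µM cantharidin control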
# PAFAH2 FP inh: PAFAH2 enzyme inhibitors, primary screen, biochemical, fluorescence polarization, human; recombinant PAFAH2, FP-rhodamine activity probe; 340,000 tested, 0.99% active; inhibition, % at 3.39 µM; Platelet-activating factor acetylhydrolase 2, cytoplasmic (Homo sapiens), Q99487;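 active means inhibition above the mean over all tested compounds plus 3 SD, cut at about 30% in these data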;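 further: inhibitors block probe labeling of enzyme so polarization drops; 0% = enzyme with DMSO and 100% = wells lacking PAFAH2 protein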
# Numbers without * were called inactive; / = no result given.
SMILES,AHR act,PP1 counter,Fh CTSL1 inh,proCasp7 act,TPT1 inhibitor,core dimer inh,proCasp3 act,PP5 primary,PAFAH2 FP inh
CC1C(=O)N(Cc2ccc([N+](=O)[O-])cc2)c2ccccc2N1C(=O)C1CC1 (stereo not given),1,0,4,-4,-4,2,-4,2.5,/
CCOc1ccccc1NC(=O)c1ccoc1C,81*,-3,-1,-1,-2,2,0,0.8,-3
O=C(c1csc2c1CCCC2)n1cccn1,5,-1,-2,1,0,0,6,-2.0,11
CCN(CC)S(=O)(=O)c1ccc(N2CCOCC2)c(NC(=O)CN2C(=O)NC(C)(c3ccccc3)C2=O)c1 (stereo not given),-1,-4,1,2,-1,-1,-9,2.4,-1
COc1ccc(C(=O)COC(=O)c2nc3nccc(C)n3n2)cc1F,2,-2,/,5,/,/,-6,0.8,7
CCC(=O)Oc1ccc(C(=O)Nc2cccc(C(=O)NCC(C)C)c2)cc1,8,6,-23,1,-1,-7,3,0.9,7
COc1ccc(/C=C2\C(=O)OCc3cc(OC)c(OC)cc32)cc1OC,7,-3,0,6,2,-2,2,-1.9,-4
Cc1cccc(C(=O)N2CCc3cc(-c4nc(NC(=O)CN5CCCC5)sc4C)ccc32)c1,-2,7,-1,1,-4,4,-2,2.5,0
C[C@H](CO)N1C[C@H](C)[C@@H](CN(C)C(=O)Nc2ccc(C(F)(F)F)cc2)Oc2c(NC(=O)Nc3ccc4c(c3)OCO4)cccc2C1=O,3,/,/,-15,/,/,0,/,-17
COc1ccc(CN(C(=O)c2cc3ccccc3oc2=O)C2CCS(=O)(=O)C2)cc1 (stereo not given),-3,-2,0,-1,1,-1,9,-0.3,-16
CCCCN(C(=O)/C=C/c1ccccc1)C1CCS(=O)(=O)C1 (stereo not given),1,-8,-2,11,-1,1,5,1.2,-1
COc1ccc(Cl)cc1NC(=O)CSc1nnc(COc2ccccc2)n1C,2,-13,16,12,0,2,-1,4.5,0
O=c1c2ccccc2nnn1CSc1nnc(Nc2ccccc2)s1,2,0,2,2,-1,5,2,-1.0,-5
CCOc1cc(C)c(S(=O)(=O)N2CCCC2)cc1C,3,4,-1,11,7,1,4,1.9,-4
O=C(c1ccco1)c1cc2c(ccc3ccccc32)oc1=O,-1,-3,1,26*,0,1,9,3.8,1
COc1ccc(CCN(Cc2nc3ccccc3c(=O)[nH]2)C(=O)C2CC2)cc1,0,-3,0,11,-1,2,7,2.6,-7
Cc1ccc2cc(CCNC(=O)c3cccs3)c(=O)[nH]c2c1C,-2,1,0,-1,-5,-2,4,-1.1,10
COc1ccc(S(=O)(=O)N(C)CC(=O)NCc2ccco2)cc1OC,-1,-3,-1,-14,1,-3,9,2.9,-4
Cc1ccc(S(=O)(=O)N2CCCCC2)cc1NC(=O)CN1C(=O)CN(C)C1=O,1,-1,0,-4,-2,2,1,0.8,5
CSCC(CO)NS(=O)(=O)c1ccc(C)cc1 (stereo not given),1,-5,3,6,0,-2,9,1.4,-35
CCc1c(C)nc(N)n2c(SCC(=O)N3CCCc4ccccc43)nnc12,1,-1,2,-2,1,1,2,2.6,-2
c1ccc(CN2CCN(c3ncccn3)CC2)cc1,-4,3,-1,3,-3,9,1,1.3,-9
CCC(c1nnnn1CCc1ccccc1)N(Cc1ccco1)Cc1cc2cc(C)cc(C)c2[nH]c1=O (stereo not given),19,14,-1,2,-3,13,-6,8.2,-2
Cc1csc(=O)n1CCC(=O)OCC(=O)Nc1cccc(C#N)c1,2,-3,-17,4,1,2,18,-3.0,0
Cc1cc(C)cc(NC(=O)c2ccc(NC(=O)C3C4CC5OC(=O)C3C5C4)cc2)c1 (stereo not given),3,-1,7,6,1,3,1,6.1,-2
CCC(C)(C)C1CCC(=NNc2nc3ccccc3[nH]2)CC1 (stereo not given),50*,-4,-4,0,-4,-15,3,2.9,2
CCCSC(=S)NC1CCS(=O)(=O)C1 (stereo not given),-1,1,-2,-5,2,-5,-1,-0.4,-6
Cc1ccc(-n2ncc3c(NCc4ccc5c(c4)OCO5)ncnc32)c(C)c1,5,-2,2,-4,1,0,2,-1.1,2
Cc1ccc(C2NC(c3ccc(C)cc3)C(C)C(=NO)C2C)cc1 (stereo not given),-1,3,6,8,-1,1,3,3.0,-1
O=C(c1ccccc1)c1ccc(OCC(O)CNC2CCCc3ccccc32)cc1 (stereo not given),4,1,2,3,-2,5,1,-0.7,6
CC(=O)n1c(C=Nc2ccc(Cl)cc2)c(O)c2ccccc21,34,12,0,7,-14,-2,8,-1.8,17
Cc1ccc(C2C(C#N)=C(N)Oc3n[nH]c(-c4cccs4)c32)s1 (stereo not given),18,0,2,1,1,2,-1,3.6,-10
CCCCCC(=O)NN1C(=S)N(c2ccc(OC)cc2)C(=O)C1CC(=O)Nc1ccccc1 (stereo not given),0,4,1,2,-1,1,-8,-0.6,/
Cc1ccnc(N2C(=O)c3ccccc3C2O)c1 (stereo not given),44,-1,2,3,-3,9,11,-0.8,-19
CC1(C)CC(=O)c2c(O)cc(OCC(=O)N3CCN(c4ccc(F)cc4)CC3)cc2O1,2,-2,0,-8,3,11,11,0.7,2
O=[N+]([O-])c1ccc(N2CCN(S(=O)(=O)c3ccccc3)CC2)cc1,-1,-3,1,-15,3,1,-32,8.7,1

# Arranged by SMILES length (high to low): part of the list above.
SMILES,AHR act,PP1 counter,Fh CTSL1 inh,proCasp7 act,TPT1 inhibitor,core dimer inh,proCasp3 act,PP5 primary,PAFAH2 FP inh
CCC(c1nnnn1CCc1ccccc1)N(Cc1ccco1)Cc1cc2cc(C)cc(C)c2[nH]c1=O (stereo not given),19,14,-1,2,-3,13,-6,8.2,-2
Cc1cc(C)cc(NC(=O)c2ccc(NC(=O)C3C4CC5OC(=O)C3C5C4)cc2)c1 (stereo not given),3,-1,7,6,1,3,1,6.1,-2
O=[N+]([O-])c1ccc(N2CCN(S(=O)(=O)c3ccccc3)CC2)cc1,-1,-3,1,-15,3,1,-32,8.7,1
Cc1ccc(-n2ncc3c(NCc4ccc5c(c4)OCO5)ncnc32)c(C)c1,5,-2,2,-4,1,0,2,-1.1,2
Cc1ccc(C2C(C#N)=C(N)Oc3n[nH]c(-c4cccs4)c32)s1 (stereo not given),18,0,2,1,1,2,-1,3.6,-10
Cc1ccc(C2NC(c3ccc(C)cc3)C(C)C(=NO)C2C)cc1 (stereo not given),-1,3,6,8,-1,1,3,3.0,-1
Cc1csc(=O)n1CCC(=O)OCC(=O)Nc1cccc(C#N)c1,2,-3,-17,4,1,2,18,-3.0,0
CC(=O)n1c(C=Nc2ccc(Cl)cc2)c(O)c2ccccc21,34,12,0,7,-14,-2,8,-1.8,17
CCC(C)(C)C1CCC(=NNc2nc3ccccc3[nH]2)CC1 (stereo not given),50*,-4,-4,0,-4,-15,3,2.9,2
Cc1ccnc(N2C(=O)c3ccccc3C2O)c1 (stereo not given),44,-1,2,3,-3,9,11,-0.8,-19
CCCSC(=S)NC1CCS(=O)(=O)C1 (stereo not given),-1,1,-2,-5,2,-5,-1,-0.4,-6

# Next part:
SMILES,AHR act,PP1 counter,Fh CTSL1 inh,proCasp7 act,TPT1 inhibitor,core dimer inh,proCasp3 act,PP5 primary,PAFAH2 FP inh
Cc1ccc(CNC(=O)c2cnc(-c3ccccn3)nc2C(F)(F)F)cc1,4,6,0,5,0,-7,-3,3.0,-1
N/C(=N\N=C\c1ccc(O)cc1)c1nonc1N,1,5,-1,-1,2,-1,-10,2.6,-5
CC1Cc2ccccc2N1C(=O)COC(=O)c1cccc(Br)c1 (stereo not given),0,4,/,8,/,/,4,2.8,1
CC1=C(C(=O)OC2CCCCC2)C(c2ccc(O)cc2)NC(=O)N1 (stereo not given),0,0,-2,-7,1,2,0,-0.1,3
C=CCN1CCN(C(CC(C)C)c2nnnn2CCOC)CC1 (stereo not given),4,3,-7,1,2,-2,-6,0.7,5
O=S1(=O)c2ccccc2N=NN1Cc1ccc(Cl)c(Cl)c1,3,-3,7,-31,-1,5,-21,-1.0,/
CC(=O)c1ccc(OCc2cc(C(=O)N(C)Cc3nc4c(C)cccc4[nH]3)no2)cc1,0,1,-1,0,1,12,8,3.9,6
Cc1cccc(C)c1OCC(=O)Nc1ccc(N2CCOCC2)cc1,1,-3,1,-3,-3,3,8,-0.5,1
O=C(N/N=C/C=C/c1ccccc1)NC1CCCCC1,10,9,0,-3,4,4,-12,3.8,4
Cc1cc([N+](=O)[O-])ccc1NCc1ccccc1,1,0,-2,-15,-6,-3,-14,2.9,-8
Cc1cc(=O)n2nc(N3CCCC3C(=O)Nc3ccc(C(C)C)cc3)sc2n1 (stereo not given),4,1,0,5,11,-15,-4,2.9,8
O=C(CN1C(=O)CCS(=O)(=O)c2ccccc21)NCc1ccccc1,0,-1,-7,5,-3,0,7,0.9,1
O=C(CSc1ccccn1)Nc1nncs1,7,1,-1,10,-2,-3,-1,-0.6,2
Cc1cc(C)cc(OCC(=O)NNC(=O)CN2C(=O)c3ccccc3C2=O)c1,0,4,-3,0,1,2,-4,2.2,2
O=C1Nc2cc(Cl)c(Cl)cc2N(O)N1c1cccc(Cl)c1,0,1,-1,0,1,0,4,-0.6,11
CCOc1cc(/C=C(\C#N)C(N)=O)ccc1OS(=O)(=O)c1ccccc1,1,4,-1,2,-5,6,-5,-0.7,-6
Cc1cnc2c(C(=O)O)cnn2c1,1,-4,2,4,-1,-2,-2,-0.2,5
C/C(=N\NC(=O)CSc1nc2ccccc2s1)c1ccco1,9,1,1,7,1,-4,4,-2.0,-3
O=C(CNC(=O)c1ccccc1Cl)N/N=C/c1ccc([N+](=O)[O-])s1,7,-3,0,10,0,8,6,1.4,3
